# Screening results (PubChem)
# Gli-Sufu antag – Gli-Sufu pathway antagonism; Sufu-KO-LIGHT fibroblasts, Gli luciferase reporter luminescence; inhibition, % at 5 µM; actives 0.74% (n = 340,000);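 active = inhibition above about 55%, limit read from the data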;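 note: 0% = DMSO-treated cells and 100% = wells with medium but no cells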
# HKDC1 inh – HKDC1 (human) hexokinase inhibition | inhibition, % at 20 µM | AID 493160 | recombinant HKDC1, G6PDH/diaphorase resazurin coupled fluorescence | actives 0.16% (n = 340,000);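 active = inhibition above about 35% when tested at 20 µM, limit read from the data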;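 note: plate controls were DMSO wells with enzyme for no effect and DMSO wells lacking enzyme for full effect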
# Target sequence (Q2TB90 whole entry, looked up): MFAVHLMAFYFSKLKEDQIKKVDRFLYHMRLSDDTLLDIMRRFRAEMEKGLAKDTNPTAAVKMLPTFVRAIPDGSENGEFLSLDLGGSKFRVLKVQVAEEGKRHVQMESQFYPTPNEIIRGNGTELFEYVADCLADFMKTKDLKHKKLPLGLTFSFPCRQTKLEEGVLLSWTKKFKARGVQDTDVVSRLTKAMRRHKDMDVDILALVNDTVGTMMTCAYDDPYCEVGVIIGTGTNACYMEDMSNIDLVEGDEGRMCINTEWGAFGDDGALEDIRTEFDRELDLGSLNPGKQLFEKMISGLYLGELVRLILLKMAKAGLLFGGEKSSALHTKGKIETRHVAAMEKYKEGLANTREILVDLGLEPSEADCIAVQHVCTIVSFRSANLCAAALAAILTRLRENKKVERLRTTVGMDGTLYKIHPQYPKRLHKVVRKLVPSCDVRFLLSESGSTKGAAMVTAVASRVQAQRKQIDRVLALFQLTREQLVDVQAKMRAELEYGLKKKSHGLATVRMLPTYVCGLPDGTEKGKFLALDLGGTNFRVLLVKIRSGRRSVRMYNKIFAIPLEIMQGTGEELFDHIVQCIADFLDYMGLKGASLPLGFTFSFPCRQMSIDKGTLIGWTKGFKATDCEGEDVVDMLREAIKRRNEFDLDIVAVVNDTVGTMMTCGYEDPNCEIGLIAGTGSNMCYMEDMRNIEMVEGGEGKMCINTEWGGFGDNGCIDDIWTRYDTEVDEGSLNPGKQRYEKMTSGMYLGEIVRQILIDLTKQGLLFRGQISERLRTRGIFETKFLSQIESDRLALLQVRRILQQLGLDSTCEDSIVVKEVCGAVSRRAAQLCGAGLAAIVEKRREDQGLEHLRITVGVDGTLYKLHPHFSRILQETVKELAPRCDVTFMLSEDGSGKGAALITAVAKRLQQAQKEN
#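 test system = in-house recombinant HK5 (HKDC1) enzyme | amount = HKDC1 at 5 µg/mL | control set = DMSO-enzyme wells negative, buffer-substituted wells positive | compound = one dose of 20 µM, 1% DMSO | schedule = reaction time 90 min, room temperature, protected from light | technique = resorufin fluorescence at 613 nm | reagent = glucose with 1 mM ATP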
# An asterisk follows results filed as active.
SMILES,Gli-Sufu antag,HKDC1 inh
C[C@H]1CCC/C=C/[C@@H]2C[C@H](O)C[C@H]2[C@H](O)[C@H](S(=O)c2ccc(O)cc2)CC(=O)O1 (some centres not stated),28,1
CCc1nc2oc3ccc(C)cc3c(=O)c2cc1C(=O)OC,-58,-4
O=[N+]([O-])c1ccc(N/N=C/c2sc(N3CCOCC3)nc2-c2ccccc2)c(S(=O)(=O)Nc2ccccc2Cl)c1,69*,-5
CC(C(=O)c1ccccc1)C(O)c1ccccn1 (configuration not stated),3,5
COc1ccc(CCNC(=O)c2cc3c(=O)n4ccccc4nc3n(CC3CCCO3)c2=N)cc1 (configuration not stated),16,-8
O=C(CCCC(=O)NN=Cc1ccc(Cl)cc1Cl)NN=Cc1ccc(Cl)cc1Cl,5,-11
CCN(CC)CCOc1ccc(C=NNc2nc3c([nH]2)c(=O)n(C)c(=O)n3C)cc1,7,0
O=C1CSc2cc(Cl)ccc2N1,-1,-1
Cn1c2ccccc2c(=O)c2ccc(NCc3ccc4c(c3)OCO4)cc21,-29,5
Cc1cc(C)n(-c2nc(SCCN3CCOCC3)c3c4c(sc3n2)CCCC4)n1,-2,-7
CCCCn1cnc2c(SCc3cccc(F)c3)nc(N)nc21,-12,-2
CCc1nc(SCC(=O)N2CCc3ccccc32)c2oc3ccccc3c2n1,-6,-6
O=c1[nH]n(-c2ccccc2)c(=O)cc1Cl,2,-7
c1ccc2nc(NN=C3CCCCC3)ccc2c1,-20,3
CCN1CCN(c2ccc(NC(=O)c3ccc([N+](=O)[O-])o3)cc2Cl)CC1,1,1
CC(C)COc1cccc(C(=O)Nc2cc(S(=O)(=O)N3CCOCC3)ccc2N2CCCC2)c1,-2,1
CCC(=O)N1CCc2cc(OC)c(OC)cc2C1COc1ccccc1OC (configuration not stated),-9,-1
C/C(=N\NC(=O)NC1CCCCC1)c1ccc(Cl)s1,2,-4
COc1cccc(CN(C)C(=O)COc2cccc3c2OC(C)(C)C3)c1OC,3,-4
CC1=C2C3OC(=O)C(C)C3CCC2(C)C=CC1=NO (configuration not stated),2,-4
Clc1ccc(CNc2ncnc3[nH]ncc23)c(Cl)c1,-6,0
COc1ccc(NC(=O)CCCN2C(=O)/C(=C\c3ccco3)SC2=S)cc1,15,-6
CC1CC(C)CN(c2nc3c(c(=O)[nH]c(=O)n3C)n2CCCSc2nc3ccccc3s2)C1 (configuration not stated),18,1
CN(C(=O)c1ccc(Cl)cc1)c1ccc(OCC(=O)Nc2cc(C(=O)O)ccc2Cl)cc1,2,-1
O=C(C=P(c1ccccc1)(c1ccccc1)c1ccccc1)c1ccccc1-c1ccccc1C(=O)C=P(c1ccccc1)(c1ccccc1)c1ccccc1,86*,21
O=C(O)c1ccc(C(=O)c2cc([N+](=O)[O-])cc([N+](=O)[O-])c2)cc1,-5,-2
CC(=O)C1=C(C)NC(C)=C(C(C)=O)C1c1ccc(-c2ccccc2Cl)o1,0,-4
COc1cccc(N2C(=O)CC(N3CCN(S(=O)(=O)c4ccccc4[N+](=O)[O-])CC3)C2=O)c1 (configuration not stated),5,-1
O=C(Nc1ccc(C(=O)N2CCOCC2)cc1)C1CCCC1,-4,-7
CN(Cc1ccccc1)C(=O)c1ccc(NC(=O)Cc2ccc(NC(=O)C3CCN(C(=O)c4ccccc4)CC3)cc2)cc1,-2,1
Cc1cc2ncn(C3CC(O)C(CO)O3)c2cc1C (configuration not stated),9,-6
CC(C)(C)OC(=O)N(CCc1ccccc1)Cc1ccc(OCc2cccc(NC(=O)C3CC3)c2)cc1,7,-5
CN(C(=O)c1cccc(NC(=O)Cc2ccc(NC(=O)C3CCCN(C(=O)C4CCCCC4)C3)cc2)c1)C1CCCCC1 (configuration not stated),-20,2
CC1(C)CC(=O)C(C=NCCN2CCN(C(=O)NC34CC5CC(CC(C5)C3)C4)CC2)=C(O)C1,20,-3
Cc1cc(C)nc(SCc2nnc(SCC(=O)Nc3nccs3)n2C)n1,-18,3
COC(=O)c1ccc(=O)c2nc3/c(=C/O)c(O)cc(=O)c3[nH]c12,-5,15
CCC(C)C(=O)OC1CCC=C2C=CC(C)C(CCC3CC(O)CC(=O)O3)C21 (configuration not stated),-3,7
C[C@@H](NS(=O)(=O)c1cc(Cl)ccc1F)[C@H](O)c1ccccc1,12,-5
CC(=O)NC1CCC(=O)C=C1c1ccccc1 (configuration not stated),-13,-3
COP(=O)(OC)c1ccc(NCc2cc(O)ccc2O)cc1,-14,43*
Cc1cc([N+](=O)[O-])ccc1P(=O)(O)c1ccc([N+](=O)[O-])cc1C,-1,-2
CC(=O)N1CCN(C(=O)c2ccc(NS(=O)(=O)c3ccc(Cl)c(Cl)c3)cc2)CC1,-2,-4
Cc1ccn2cc(-c3cc4ccccc4oc3=O)nc2c1,-73,5
CCOC(=O)c1sc(NC(=O)CSc2ncccn2)c(C#N)c1C,1,-6
Cc1cc(NC(=O)c2cc3ccccc3oc2=O)no1,-7,3
O=C(Cc1ccc([N+](=O)[O-])cc1)NCCc1ccc2c(c1)OCO2,-33,0
C=CCN1CCC(=O)C(C(=O)OCC)=C1C(=O)OCC,1,-3
CN(C)c1ccc(C(c2ccc(N(C)C)cc2)C(O)c2ccccc2)cc1 (configuration not stated),-3,-1
Cc1nnc(NC(=O)C23CC4CC(C)(CC(C)(C4)C2)C3)s1,12,-3
CC(C)CC(CO)NS(=O)(=O)c1cccc(Cl)c1F (configuration not stated),-1,-1
CC1CC(C)(C)OC(c2ccc(C(C)C)cc2)O1 (configuration not stated),-2,-8
CCN(CC)S(=O)(=O)c1cccc(C(=O)c2c(C)cc3ccccn23)c1,2,-8
COc1ccc(NC(=O)CN(C)C(=O)c2ccccc2OC)cc1,5,-8
Cc1cc(N=Cc2c(O)ccc3cc(Br)ccc23)no1,8,24
CC[C@]12C(=O)N(C)C[C@H]([C@@H]3C(=O)N(Cc4ccccc4)C(=O)[C@@H]31)N2C(=O)c1ccc(C(C)(C)C)cc1,3,-5
O=C(c1ccco1)N1CCN(C(=O)c2cc3c(=O)oc4ccccc4c3s2)CC1,4,4
COc1ccc(C(CCc2cc(OC)c(OC)c(OC)c2)NC(C)=O)cc1 (configuration not stated),1,-4
Nc1cccc2cc(S(=O)(=O)O)ccc12,0,13
O=C1C=C(N(CCO)Cc2ccccc2)c2ccccc2C1=O,10,35*
COc1ccc2c(CN(C)c3ccccc3)cc(=O)oc2c1,-19,7
# (continued)
SMILES,Gli-Sufu antag,HKDC1 inh
O=C(Nc1nnc(-c2ccccc2)o1)Nc1ccccc1Cl,-3,-5
CC(C)=N/N=C1/NC(=O)C(c2ccc(Cl)cc2)S1 (configuration not stated),3,-1
O=C(NNC(=O)OCc1ccccc1)OCc1ccccc1,-12,-5
Cc1nc(NC(=O)c2ccccc2)sc1-c1csc(Nc2ccc(C(=O)O)cc2)n1,-19,11
Cc1ccc(-c2nnc(-c3ccc4ccccc4c3)o2)cc1,-93,-1
CCC1c2ccccc2C(=O)C1C(N)=O (configuration not stated),1,-3
O=C(NOCc1cscn1)Nc1ccccc1,-4,2
Nc1c(Cl)cc(-c2csc(N3CCCC3c3nc4cc(Cl)c(Cl)cc4n3CCOCCO)n2)cc1Cl (configuration not stated),-3,-1
CC(=O)c1cccc(OCC(=O)N(CCC2=CCCCC2)c2c(N)n(Cc3ccccc3)c(=O)[nH]c2=O)c1,12,-9
COc1ccc(C(=O)N/N=C/c2sc3ccccc3c2O)cc1,17,-26
CCCCn1c(-c2ccc(Cl)cc2)nc2c(=O)n(C)c(=O)[nH]c21,-1,2
COc1ccc(-c2sc3ccccc3c2C#CC2(O)CCCCC2)cc1,-3,1
CC(=O)N1/C(=C/c2ccc(N(C)C)cc2)C(=O)c2ccccc21,-12,9
O=C(COC(=O)c1cccc(Cl)c1)Nc1cc(S(=O)(=O)N2CCOCC2)ccc1N1CCOCC1,5,-3
COc1cc(OC)c(-c2oc3ccccc3c(=O)c2O)c(OC)c1,-1,-2
COC(=O)CCCNC(=O)CCc1nnc(-c2ccc(-c3ccccc3)cc2)o1,-16,-5
COc1cc(/C=N\Nc2ccc([N+](=O)[O-])cc2)ccc1OCC(=O)Nc1ccc(C)c(C)c1,-30,-2
COC(CNC(=O)C1CCCN1C(=O)OCc1ccccc1)OC (configuration not stated),-3,-8
CC(C=NNc1ccc([N+](=O)[O-])cn1)=Cc1ccccc1,-112,-5
COc1cc(/C=N/NC(=S)NCCc2ccccc2)cc(OC)c1OC,7,3

# Among those listed so far, these have two or more sulfur atoms:
SMILES,Gli-Sufu antag,HKDC1 inh
O=[N+]([O-])c1ccc(N/N=C/c2sc(N3CCOCC3)nc2-c2ccccc2)c(S(=O)(=O)Nc2ccccc2Cl)c1,69*,-5
Cc1cc(C)n(-c2nc(SCCN3CCOCC3)c3c4c(sc3n2)CCCC4)n1,-2,-7
COc1ccc(NC(=O)CCCN2C(=O)/C(=C\c3ccco3)SC2=S)cc1,15,-6
CC1CC(C)CN(c2nc3c(c(=O)[nH]c(=O)n3C)n2CCCSc2nc3ccccc3s2)C1 (configuration not stated),18,1
Cc1cc(C)nc(SCc2nnc(SCC(=O)Nc3nccs3)n2C)n1,-18,3
CCOC(=O)c1sc(NC(=O)CSc2ncccn2)c(C#N)c1C,1,-6
Cc1nc(NC(=O)c2ccccc2)sc1-c1csc(Nc2ccc(C(=O)O)cc2)n1,-19,11

# Additional records follow:
SMILES,Gli-Sufu antag,HKDC1 inh
Clc1ccc(C=NNc2ccccn2)c(Cl)c1,-19,-1
CC(=O)OC1CCC2(C)C3CCC4(C)C(C(C)=O)CCC4C3CC3OC32C1 (configuration not stated),4,-8
CCC(C)c1c(N)n(S(=O)(=O)c2ccc(C)cc2)oc1=O (configuration not stated),4,1
O=C(N/N=C/c1sc2ccccc2c1O)c1cccc2ccccc12,25,-27
CC(OC(=O)C1CCN(S(=O)(=O)c2ccc3c(c2)OCCO3)CC1)C(=O)NC1(C#N)CCCCC1 (configuration not stated),3,-5
COc1ccc(C2(SCC(N)C(=O)O)c3ccccc3-c3ccccc32)cc1 (configuration not stated),-15,0
COc1cc(OC)c(OC)cc1/C=C/C(=O)OCC(=O)Nc1c(C)n(C)n(-c2ccccc2)c1=O,-12,-4
CN(C)CCC(=O)N1C/C(=C/c2ccccc2)C(=O)/C(=C\c2ccccc2)C1,19,12
CC(=O)c1ccc(-c2[nH]c3ccccc3c2CCN2C(=O)c3ccccc3C2=O)cc1,3,1
O=C(NCC(c1cccs1)N1CCOCC1)c1cccc(S(=O)(=O)Nc2ccc(F)cc2)c1 (configuration not stated),5,-4
CC(=Nc1ccccc1)C1=C(O)C(Cc2ccccc2)NC1=O (configuration not stated),23,-2
CC(SC(C)C(=O)NN=Cc1cccc(Cl)c1)C(=O)NN=Cc1cccc(Cl)c1 (configuration not stated),7,0
COc1cc([N+](=O)[O-])c2nc(C=NNC(N)=S)ccc2c1,1,-24
CC(C)C[C@H]1CNC(=S)N1CC1CCN(CCC2CCCC2)CC1,4,-6
O=Cc1ccc(F)c([B-](F)(F)F)c1,4,-4
CC(=O)OCC(=O)C1(O)CCC2C3CC(C)C4=CC(=O)C=CC4(C)C3=CCC21C (configuration not stated),13,-6
O=C(Cc1ccc(NC(=O)C2CCN(C(=O)c3ccccc3)CC2)cc1)Nc1cccc(C(=O)N2CCCC2)c1,0,-3
CCOC(=O)CCC(=O)O[C@H]1[C@H](O[C@@H]2[C@@H](C)[C@H](O[C@H]3C[C@@](C)(OC)[C@@H](O)[C@H](C)O3)[C@@H](C)C(=O)O[C@H](CC)[C@@](C)(O)[C@H](O)[C@@H](C)C(=O)[C@H](C)C[C@@]2(C)O)O[C@H](C)C[C@@H]1N(C)C,-1,-2
CCOC(=O)CCC(NC(=O)c1ccc(Nc2nc3ccccc3nc2C(=O)OCC)cc1)C(=O)OCC (configuration not stated),-11,-4
CON1C(=O)CN(C(C)=O)C1c1ccc(Cl)cc1Cl (configuration not stated),0,-4
CCC1(C)CN=C(c2ccccc2)NC1 (configuration not stated),3,8
O=C(Nc1ccc2c(c1)OCO2)C1CCN(C(=O)c2cccs2)CC1,1,-5
O=S1c2ccccc2Oc2ccccc21,0,-6
Cc1[nH]n(-c2ccccc2)c(=O)c1/C=C1/C=c2ccccc2=N1,8,17
COc1cc(N2CCCC2)c(OC)cc1/C=C(/C#N)c1cccc(Br)c1,21,4
CSc1ncnc2[nH]ncc12,-4,-7
O=C(NNc1ccccc1)Nc1cc(Cl)ccc1Cl,6,0
COc1ccc(-c2cc(C(F)(F)F)n3ncc(C(=O)NCC4CCCO4)c3n2)cc1 (configuration not stated),7,1

# Reformatted with values under each structure: entries from further up.
# Every second line gives: Gli-Sufu antag	HKDC1 inh
> COc1ccc(-c2cc(C(F)(F)F)n3ncc(C(=O)NCC4CCCO4)c3n2)cc1 (configuration not stated)
    7	1
> O=S1c2ccccc2Oc2ccccc21
    0	-6
> O=C(NNc1ccccc1)Nc1cc(Cl)ccc1Cl
    6	0
> Cc1[nH]n(-c2ccccc2)c(=O)c1/C=C1/C=c2ccccc2=N1
    8	17

# These rows are one share of the data (hit frequency here may not be typical).
